Bioassay records as filed in PubChem.
SR-BI HDL uptake – mouse SR-BI HDL lipid transfer inhibition | Q61009 | ldlA[mSR-BI] CHO cells, DiI-HDL uptake fluorescence, 3 h | AID 488896 | inhibition, % at 12.5 µM | actives 0.96% (n = 320,000);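 active = mean replicate inhibition of at least 70% and a set share of replicates each scoring 70 or more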;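 also: 0% = median of neutral control wells and 100% = median of positive control wells; values of inactives mirror those of a sister screen read the other way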
Target sequence (Q61009 whole entry, looked up): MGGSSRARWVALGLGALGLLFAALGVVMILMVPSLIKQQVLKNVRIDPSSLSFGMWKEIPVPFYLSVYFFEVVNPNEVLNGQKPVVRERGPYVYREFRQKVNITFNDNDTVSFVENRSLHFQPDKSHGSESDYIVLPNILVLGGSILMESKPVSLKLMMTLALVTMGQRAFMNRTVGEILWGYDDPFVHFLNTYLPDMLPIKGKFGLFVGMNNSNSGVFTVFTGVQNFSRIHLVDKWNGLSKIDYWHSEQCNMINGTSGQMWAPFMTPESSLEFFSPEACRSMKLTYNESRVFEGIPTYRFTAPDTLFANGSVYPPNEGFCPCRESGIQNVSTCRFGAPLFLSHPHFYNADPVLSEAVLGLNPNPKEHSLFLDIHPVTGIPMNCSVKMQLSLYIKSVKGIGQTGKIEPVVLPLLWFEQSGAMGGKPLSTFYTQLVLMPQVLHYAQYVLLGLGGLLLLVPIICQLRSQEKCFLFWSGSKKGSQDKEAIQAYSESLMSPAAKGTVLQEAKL
Wnt act – activates Wnt/beta-catenin signaling in a reporter cell assay. activator, plate reader. actives 1.2% (n = 300,000). activation, % at 9.35 µM. AID 743398; in the data active = activation above about 30%, passing the limit was not always enough;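 also: 0% = neutral control wells and 100% = positive control wells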
CAL PDZ FP-1 – inhibitors of human CAL PDZ peptide binding. Q9HD26. purified CAL PDZ, TMR-peptide fluorescence polarization, 1 h. inhibition, % at 24.9 µM. actives 0.92% (n = 300,000). AID 602252;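 active = mean inhibition of at least 30% with at least half of replicates also reaching 30%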;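 also: 0% = DMSO neutral control and 100% = excess unlabeled competitor peptide PRC23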
MITF TRPM1 HTS – MITF TRPM1 promoter activation in melanoma cells; SK-MEL-5 TRPM1-promoter luciferase, 24 h; % of positive control, neutral wells = 0; activation, % at 12.5 µM; actives 0.75% (n = 300,000); AID 588334;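 active = mean activation of at least 80% with every replicate also reaching 80%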;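 also: 0% = neutral control wells and 100% = parthenolide positive control wells; values of inactives mirror those of a sister screen read the other way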
phage Ecoli inh – E. coli growth loss with phage present; growth absorbance; inhibition, % at 11.9 µM; actives 0.26% (n = 360,000); AID 651602; in the data active = inhibition above about 11%
SR-BI uptake up – enhances SR-BI lipid uptake from DiI-HDL. CHO ldlA[mSR-BI] cells, DiI-HDL uptake fluorescence, 3 h; 100 = double the neutral-control signal. activation, % at 12.5 µM. actives 0.096% (n = 320,000);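 active = mean replicate activation of at least 60% and every replicate at or above 60%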;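 also: 0% = median plate neutral-control signal and 100% = twice that signal; values of inactives mirror those of a sister screen read the other way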
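system = CHO ldlA[mSR-BI] cells, LDL receptor-null, SR-BI overexpressing | medium = Ham's F12 with 0.5% BSA, HEPES 25 mM, pH 7.4 | probe or stimulus = DiI-HDL 10 µg/mL | compound dosing = single-point compound dose | incubation = compound exposure 3 h, 37 °C | technique = DiI fluorescence, bottom read | read-out = cell-associated DiI fluorescence as measure of HDL uptake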
E coli growth – counter-screen for AddAB inhibitors: E. coli growth inhibition. actives 0.27% (n = 330,000). inhibition, % at 11.9 µM. E. coli V3065 growth, OD600 absorbance, 18 h;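 active = inhibition above the campaign's mean inhibition across all tested compounds plus 3 SD, cut at about 9.9% in these data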;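 also: uninfected addAB+ strain grown without phage in ampicillin broth; 0% = DMSO wells and 100% = ciprofloxacin 0.95 µg/ml wells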
Tat export inh – inhibitors of E. coli Tat protein transport | E. coli MC4100 TorA-mCherry Tat export, fluorescence | inhibition, % at 10 µM | actives 0.036% (n = 340,000) | AID 488895;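 active = mean replicate inhibition at least 50% and at least half of replicates individually reaching 50%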;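 also: exported cargo escapes ClpAP degradation while cytoplasmic cargo is degraded and loses fluorescence; 0% = median of neutral control wells and 100% = median of NaSCN control wells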
AddAB inh – less growth of phage-infected E. coli with AddAB. E. coli expressing H. pylori AddAB, absorbance growth. inhibition, % at 11.9 µM. actives 0.29% (n = 330,000); in the data active = inhibition above about 12%;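 also: 0% = vehicle wells of infected cells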
CAL PDZ FP-2 – inhibitors of human CAL PDZ peptide binding; actives 0.02% (n = 330,000); purified CAL PDZ, TMR-peptide fluorescence polarization, 1 h; inhibition, % at 20 µM; AID 504414;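 active = highest replicate inhibition of at least 40%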;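 also: plate controls were DMSO neutral control wells for no effect and unlabeled competitor peptide control wells for full effect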
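Test system: tagged CAL PDZ domain / Buffer or medium: sodium phosphate/NaCl buffer pH 7.4 with TCEP, IgG, Thesit / Reagent: TMR-labelled reporter peptide T*-PRC34 bound in PDZ groove / Compound dosing: single point, 20 µM / Schedule: 1 h incubation at room temperature before polarization reading / Technique: fluorescence polarization (mP) / Benchmarks: unlabelled peptide, DMSO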
The depositor's hits bear a star; x = not tested or not shown.

SMILES	SR-BI HDL uptake	Wnt act	CAL PDZ FP-1	MITF TRPM1 HTS	phage Ecoli inh	SR-BI uptake up	E coli growth	Tat export inh	AddAB inh	CAL PDZ FP-2
CC(=O)c1cccc(NC(=S)NC(=O)c2ccccc2C)c1	15	5	0	14	1.1	-15	-1.1	6	0.3	-2.0
CC(C)CNS(=O)(=O)c1ccc(S(=O)(=O)N2CCC(N3CCCCC3)CC2)cc1	x	-5	2	1	2.0	x	-0.3	0	0.8	-2.1
O=c1cc(-c2ccc3c(c2)OCO3)oc2ccccc12	-10	21	-2	55	1.5	10	0.2	4	1.1	-3.0
Cn1c(=O)[nH]c2sc3c(c2c1=O)CC(C)(C)OC3	-31	1	6	5	1.1	31	-0.9	4	1.4	x
CCOC(=O)C1C(=O)C=C(/C=C/c2ccc(N(C)C)cc2)CC1c1ccccc1 (centres undefined)	11	-3	-4	8	1.7	-11	-0.2	-5	0.2	0.2
COc1cc(S(=O)(=O)N2CCN(c3ccccn3)CC2)ccc1Br	18	0	0	-10	0.2	-18	-0.9	-6	-1.5	-1.8
CCCCN(CC)Cc1c(C)[nH]c2c(ccc3ccccc32)c1=O	-8	1	-5	-6	0.2	8	1.4	-1	0.9	-2.9
COc1ccc(CCN(C(=O)COc2ccccc2)c2nc(-c3ccccc3)cs2)cc1OC	24	-12	-2	7	1.4	-24	-0.4	8	1.8	-1.6
CCc1ccccc1NC(=S)N(CCN1CCOCC1)C1CCN(C(C)=O)CC1	x	2	1	-3	-0.4	x	0.5	-2	-0.8	-2.6
Cc1cc(C(F)F)n2nc(C(=O)Nc3sc4c(c3C(N)=O)CCC4)nc2n1	-10	4	-3	7	3.3	10	-0.9	-7	-2.7	-3.4
CC(C)Oc1ccc(NC(N)=O)cc1	-37	1	-1	1	2.6	37	-0.6	-3	5.3	-2.3
Cc1ccc(Nc2nnc(SC(C)C(=O)Nc3c(C)n(C)n(-c4ccccc4)c3=O)s2)cc1 (centres undefined)	-15	-1	-5	13	2.6	15	-1.9	-10	2.2	-0.6
CC(=O)Nc1ccccc1C(=O)C(=O)O	-22	-1	0	-8	3.5	22	0.8	-2	1.8	0.2
COc1cc2ccccc2cc1C(=O)O	-3	-2	12	x	-0.3	3	1.5	1	1.6	-0.7
CCN(C(=O)c1ccc(C)c(Br)c1)c1ccccc1	27	-6	-1	-8	1.7	-27	-1.1	0	1.7	-2.2
CC(C)N(N=Nc1ccc([N+](=O)[O-])cc1)C(C)C	5	1	-2	-6	3.0	-5	1.1	4	1.0	-1.0
COCCn1c(SCC(=O)c2[nH]c(C)c(C(C)=O)c2C)nc2ccccc2c1=O	23	4	2	3	1.2	-23	0.6	1	1.1	1.0
CCn1c(-c2cccc(Cl)c2)n[nH]c1=S	-1	-3	1	-2	2.1	1	-0.6	-1	-1.9	-1.1
CN(O)/C=c1/ccc2c(n1)C(=O)C=CC=2	-9	0	-1	-15	-2.1	9	0.3	0	-0.8	-0.6
COc1ccc(CCN2C(=O)C3C4CCC(C4=C(C)C)C3C2=O)cc1OC (centres undefined)	-14	-4	-3	-6	2.8	14	2.0	-6	2.6	-2.8
C=CCn1c(COc2ccc(OC)cc2)nc2ccccc21	7	2	-4	x	2.8	-7	-0.2	4	-0.8	-1.5
COc1cccc(OC)c1C(=O)Nc1ccc2c(c1)Cc1ccccc1-2	69	1	-2	19	3.4	-69	-0.2	-1	0.9	-2.2
COc1cc(OC)cc(C(=O)NCC(=O)OCC(=O)Nc2ncc(Cl)cc2Cl)c1	-10	-1	16	-4	1.4	10	-0.1	5	0.8	-1.6
Cc1cc(-n2c(C)cc(C(=O)CSc3ccccn3)c2C)no1	30	21	15	107*	2.5	-30	1.4	-7	-1.3	0.0
COc1ccc(/C=N/NC(=O)c2nnn(-c3nonc3N)c2-c2cccc(OC)c2)cc1	30	-2	-2	10	-0.6	-30	-0.6	3	-0.3	-1.7

Sorted by value in Wnt act (lowest first): 3 of the compounds above
SMILES	Wnt act
COc1ccc(CCN(C(=O)COc2ccccc2)c2nc(-c3ccccc3)cs2)cc1OC	-12
COc1ccc(/C=N/NC(=O)c2nnn(-c3nonc3N)c2-c2cccc(OC)c2)cc1	-2
CCc1ccccc1NC(=S)N(CCN1CCOCC1)C1CCN(C(C)=O)CC1	2

(more compounds)
SMILES	SR-BI HDL uptake	Wnt act	CAL PDZ FP-1	MITF TRPM1 HTS	phage Ecoli inh	SR-BI uptake up	E coli growth	Tat export inh	AddAB inh	CAL PDZ FP-2
O=C(c1ccccc1)c1coc2ccc(O)c(CN3CCOCC3)c12	x	4	-1	11	1.9	x	-0.1	6	-0.5	0.4
COC(=O)c1sccc1NC(=O)Nc1ccc(F)cc1	34	-3	x	5	1.1	-34	0.0	-3	1.5	-2.2
Cc1cc(C)n2nc(SCc3cccc(F)c3)nc2n1	-7	0	-2	12	1.4	7	1.8	14	0.2	-1.4
Cc1ccc(N(C(=O)Cn2nnc(-c3ccccc3)n2)C(C(=O)NC2CCCCC2)c2ccccn2)cc1C (centres undefined)	x	-3	-5	-6	2.8	x	1.1	-8	0.2	0.2
Cc1cc(C(=O)Nc2c(C)nn(Cc3ccc(F)cc3)c2C)on1	-19	-2	x	9	2.1	19	1.6	-7	2.5	-0.2
CCOC(=O)N1CCN(C(=O)c2oc3ccc(S(=O)(=O)N4CCOCC4)cc3c2C)CC1	-3	-6	-1	-1	-0.5	3	-2.4	-1	0.4	0.0
CC(=O)Nc1ccc2c(c1)ncn2-c1ccccc1	0	1	x	x	3.9	0	0.8	-4	0.4	-2.5
COc1ccc(-c2noc(CCC(=O)NC3CCN(Cc4ccccc4)CC3)n2)cc1	42	1	2	x	2.2	-42	1.9	3	-0.1	-2.6
C#CCOCCOCCOCCNc1nc(N2CCN(C(=O)CCCCCCCCCCNC(=O)[C@H](CCCCN)n3cc(C)nn3)CC2)nc(N2CCN(C(=O)CCCCCCCCCCNC(=O)[C@H](CO)n3cc(CCCSC)nn3)CC2)n1	-19	x	-5	-42	x	19	-2.0	37	0.6	-1.1
COc1ccc(OC)c(NC(=O)c2nnn(Cc3ccc(Br)cc3F)c2N)c1	3	0	x	5	3.3	-3	1.7	-14	4.4	-0.3
O=[N+]([O-])c1ccc(CN2CCN(c3ccccc3Cl)CC2)o1	-21	1	-6	x	1.5	21	-1.0	5	1.6	-0.9
O=C(CC1C(=O)NCCN1Cc1ccc(Cl)c(F)c1)NC1CCC1 (centres undefined)	-12	-3	-5	-16	0.2	12	-0.6	0	1.7	-0.5
CSCCC(NS(=O)(=O)c1ccc(Cl)cc1)C(=O)OCc1c(Cl)cccc1Cl (centres undefined)	11	-6	-2	-8	3.6	-11	2.5	1	1.9	-0.6
N#Cc1ccsc1NC(=O)CN1CCN(c2ccccc2)CC1	-18	x	0	13	3.0	18	-0.8	-7	1.7	-0.4
O=C(CN1CCN(S(=O)(=O)c2ccc(Cl)cc2)CC1)N1CCCC1	-13	-1	0	-2	1.5	13	x	-1	x	-1.8
O=C(C1CC1)N1CCN=C1SCc1cccc(F)c1	x	-2	-3	4	1.1	x	-1.8	6	0.9	-0.1
O=S(=O)(c1ccc2c(c1)CCCN2)N1CCCC1	-27	-2	58*	x	1.1	27	0.0	1	0.3	-0.4
NC(CS(=O)O)C(=O)O (centres undefined)	-8	-4	-2	10	6.4	8	0.3	-6	-1.8	-0.2
COCCN(C(=O)c1ccc(N2CCCC2=O)cc1)c1c(N)n(Cc2ccccc2)c(=O)[nH]c1=O	-17	3	x	-2	3.3	17	-0.7	-8	-0.3	-1.1
Cc1ccsc1C1Nc2ccccc2-c2nc3ccccc3n21 (centres undefined)	15	19	-1	49	2.0	-15	-0.4	9	2.5	-0.1
O=C(N/N=C/c1cc([N+](=O)[O-])ccc1O)C1CC1	25	2	79*	-23	0.3	-25	1.9	-16	-0.6	18
CCCc1n[nH]c2c1/C(=N\OCC)CC(C)(C)C2	-6	0	-1	-4	0.2	6	-2.0	13	-3.1	0.0
COc1ccccc1CNC(=O)c1csc2c1CCCC2	2	-4	-6	3	4.0	-2	-0.8	2	0.4	-2.8
Cc1c(OC(C(=O)O)c2ccccc2)ccc2c3c(c(=O)oc12)CCC3 (centres undefined)	-5	0	19	-2	0.0	5	x	5	x	-1.6
COc1ccc(C(=O)C2CCCN(C(=O)c3cccs3)C2)cc1F (centres undefined)	-5	-1	-13	-12	3.8	5	1.4	2	0.3	11

More compounds
SMILES	SR-BI HDL uptake	Wnt act	CAL PDZ FP-1	MITF TRPM1 HTS	phage Ecoli inh	SR-BI uptake up	E coli growth	Tat export inh	AddAB inh	CAL PDZ FP-2
Cn1c(=O)cc(OCC(=O)N2CCN(c3cccc(C(F)(F)F)c3)CC2)c2ccccc21	12	-5	-5	-2	1.6	-12	0.2	-4	-0.1	-3.0
O=C(N/N=C/C1C(c2ccccc2)C1(Cl)Cl)c1cccc(Br)c1 (centres undefined)	16	x	0	-2	-0.9	x	1.3	-8	0.8	-1.9
CN(C)c1ccc(C(CNC(=O)c2ccc(C#N)cc2)c2c[nH]c3ccccc23)cc1 (centres undefined)	54	-3	-4	-12	3.8	-54	1.9	-5	-0.5	0.5
CCOC(=O)c1c(C)[nH]c(C)c1C(=O)COC(=O)c1ccc(OC)c(OC)c1	13	-2	2	-7	3.0	-13	-2.4	8	2.1	0.2
CCCc1cc(=O)oc2c(C)c(OCC(=O)c3ccc(N4CCCC4)cc3)ccc12	15	0	-2	12	1.3	-15	x	-6	x	-0.4
O=C(CCc1nnc(-c2ccc3c(c2)OCO3)o1)NC(c1cccnc1)C(F)(F)F (centres undefined)	-22	-2	x	5	1.2	22	1.8	-9	4.8	-0.4
O=c1cc(-c2ccccc2Cl)oc2ccc([N+](=O)[O-])c(O)c12	-13	1	-7	-5	0.3	13	-5.1	-6	0.4	-5.2
COCCNC(=O)CN(c1ccc(OC)c(OC)c1)S(=O)(=O)c1ccc(C)cc1	-20	x	-3	-2	0.5	20	-0.8	-3	3.4	-0.3
CCOc1ccccc1N1CCN(CC(=O)NC(=O)NCc2ccco2)CC1	23	1	12	18	2.6	-23	-0.1	-7	1.2	0.1
CC(C)CN(C(=O)c1ccc2c(c1)OCCO2)c1c(N)n(Cc2ccccc2)c(=O)[nH]c1=O	-15	-1	-6	-7	3.6	15	1.0	6	0.3	-1.5
CC1CCN(S(=O)(=O)c2ccc(C(=O)Nc3ccccc3-c3nc4ccccc4[nH]3)cc2)CC1	34	x	2	-17	2.9	-34	1.6	-3	1.9	-0.9
Cc1ccc2cc(S(=O)(=O)NCCC(=O)O)ccc2c1	-21	x	-18	-12	-2.0	21	1.9	-2	2.5	x
O=C(CCCNC(=O)c1ccc(Cl)cc1)NCc1ccc(F)cc1	-4	-1	-2	1	3.6	4	0.9	-5	2.4	-1.8
Cc1ccccc1C(=O)NNC(=O)c1cccc([N+](=O)[O-])c1	2	-1	x	13	2.0	-2	0.0	5	-0.3	0.0
